Calpain2 inh: calpain II (pig) inhibition | purified calpain II, fluorogenic peptide substrate, 30 min | inhibition, % at 16 µM | hit rate 0.37% among 220,000;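 active = inhibition above about 50%, limit read from the data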
TRPML3 ag: human mucolipin-3 channel agonism | AID 1448 | HEK293 TRPML3-YFP, Fluo-8 calcium fluorescence; 100% = the carbachol control signal | hit rate 0.29% among 220,000 | Q8TDD5 | activation, % at 3 µM;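 active = activation above its plate's cutoff, the mean activation of the plate's test wells plus 3 SD, cut at about 12% in these data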;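 also: 0% = DMSO only wells and 100% = carbachol wells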
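Material: HEK293 cells stably carrying human TRPML3-YFP; compound dosing: single dose, 3 µM final nominal compound, 0.3% DMSO final; incubation: 1-h 37 °C dye load, 5-s basal, 120-s post-compound reads; technique: Fluo-8 intracellular calcium fluorescence, excitation 470-495 nm, emission 515-575 nm; read-out basis: percent activation from peak-to-basal fluorescence ratio, scaled between DMSO and carbachol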
Thrombin inh: inhibitors of human thrombin. hit rate 0.26% among 220,000. inhibition, % at 5 µM. P00734. alpha-thrombin, Boc-VPR-AMC fluorogenic substrate cleavage;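 active = inhibition at or above 40%; inactive = inhibition below 40%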;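 also: 0% = enzyme with no compound and 100% = wells without enzyme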
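Material: human alpha-thrombin enzyme / Medium: pH 7.5 Tris (50 mM) with NaCl 150 mM, Tween 20 0.05% / Compound: single-point dosing at 5 µM, 0.2% DMSO / Incubation: enzyme reaction carried out at room temperature / Detection: AMC fluorescence, 355/460 nm / Read-out basis: percent inhibition scaled between no-compound controls and no-enzyme blanks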
Cl transport mod: KCC2 (human) Cl- transport modulation; AID 1456; hit rate 2.2% among 190,000; B-score of Tl+ flux slope (higher = more flux/activation; lower = inhibition) at 10 µM; KCC2 cells, thallium flux FluoZin-2 fluorescence;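 active = thallium flux slope and its plate-corrected score both differing from the plate sample mean at a set confidence after two filtering rounds, in either direction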;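 also: slope of fluorescence scaled to starting intensity during 10 to 20 s after thallium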
Furin inh: human furin inhibition. purified furin, fluorogenic substrate cleavage. inhibition, % at 30 µM. hit rate 0.061% among 220,000. P09958. AID 463115; in the data active = inhibition above about 25%; also: inactives centre near -15
Tb hexokinase: blocks Trypanosoma brucei hexokinase 1 activity. inhibition, % at 10 µM. hit rate 0.11% among 220,000. recombinant TbHK1, G6PDH-coupled NADH A340. AID 1430;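 active = inhibition of 50% or more in the single-dose primary screen; inactive = inhibition below 50%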
EBV gp42 block: blocks Epstein-Barr virus glycoprotein 42 binding; Fluorescence polarization binding assay, mP read-out; inhibition, % (tested at 21.74 µM); hit rate 0.42% among 220,000; in the data active = inhibition above about 50%
PPC-1+TRAIL kill: kills PPC-1 cancer cells in the presence of TRAIL | PPC-1 cells + TRAIL, ATPLite viability luminescence | cell killing (% activity), % at 4 µM | hit rate 0.41% among 220,000;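 active = cell killing above 50% in the first pass at 4 µM, then a duplicate retest at 5 µM averaging 50% or more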;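 also: plate controls were cells with TRAIL plus DMSO for no effect and medium-only wells lacking cells for full effect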
zfTRPN1 agonist: zebrafish TRPN1 (NompC) channel agonism | hit rate 0.18% among 220,000 | HEK293 zebrafish TRPN1-YFP, Fluo-8 calcium fluorescence; 100% = response to 87 µM carbachol | activation, % at 3 µM;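 active = activation above its plate's cutoff, the mean activation of test wells on that plate plus 3 SD, cut at about 19% in these data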;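 also: 0% = DMSO alone and 100% = 87 µM carbachol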
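Material – zebrafish TRPN1-YFP in HEK293 cells · Doses – 3 µM single point · Schedule – dye 1 h 37 °C plus 30 min RT · Signal – Fluo-8 calcium fluorescence, excitation 470-495 nm, emission 515-575 nm · Read-out – % activation versus carbachol response · Control set – carbachol high, DMSO low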
Starred values were filed as active, the others as inactive; nt = not tested or not shown; [ ] = dose if it differs, or a comment.

canonical_smiles | Calpain2 inh | TRPML3 ag | Thrombin inh | Cl transport mod | Furin inh | Tb hexokinase | EBV gp42 block | PPC-1+TRAIL kill | zfTRPN1 agonist
NC(=O)C1(N2CCCCC2)CCN(C(=O)CSc2nc(C(F)(F)F)cc(=O)[nH]2)CC1 | -35 | 0.7 | -4 | nt | -21[20 µM] | -11 | -12 | 6 | -0.4
CC(C)(C)c1nnc(NC(=O)NS(=O)(=O)c2ccccc2)s1 | 4 | 0.6 | 2 | nt | -24[20 µM] | 3 | -23 | 29 | -1.1
COc1ccc(Br)cc1C(=O)NC(=S)Nc1cc(-c2nc3ccccc3[nH]2)ccc1C | -8 | 0.3 | -10 | -0.16 | -17 | -16 | -1 | 23 | 0.6
NCCCn1cnc2ccccc21 | -9 | 1.2 | -4 | -0.022 | -12 | -7 | 15 | nt | -0.2
CC(NC(=O)OC(C)(C)C)C(=O)Oc1cc2oc(=O)cc(-c3ccccc3)c2cc1Cl (stereo not drawn) | -196 | -0.7 | 4 | -0.31 | -6[20 µM] | -8 | 1 | 5 | 0.6
COc1ccc(NC(=O)c2ccc3c(c2)OCO3)cc1Cl | 4 | -0.2 | -2 | nt | -21 | -4 | -13 | 41 | 0.8
OC(CNCCc1ccc(C(F)(F)F)cc1)COc1cccc2ccccc12 (stereo not drawn) | -6 | 1.0 | -15 | -0.66 | -16 | 14 | 6 | 20 | -0.4
CCOc1c(Br)ccc2c1sc1nc[nH]c(=O)c12 | -3 | 0.6 | 2 | 0.0086 | -13 | -3 | -15 | 11 | -0.8
S=c1[nH]nc(-c2ccccn2)n1/N=C/c1ccc(Cl)c(Cl)c1 | -2 | 0.6 | -2 | 41* | -37 | -4 | -4 | 6 | 1.0
COCCn1c(SCC(=O)Nc2cc(OC)ccc2OC)nc2c(c1=O)SC(C)C2 (stereo not drawn) | -17 | -0.1 | -2 | -0.79 | -15 | -29 | -3 | -18 | -0.2
CC(C)Cn1c(N)c(C(=O)COC(=O)c2ccc(Cl)cc2)c(=O)n(C)c1=O | 81* | 4.9 | -8 | 0.13 | -17 | -1 | -15 | 13 | 5.2
COc1ccc2c(c1)sc(=N)n2CC(=O)Nc1cc(C)cc(C)c1 | 2 | 0.8 | -5 | -0.018 | -21 | 9 | -17 | 27 | 0.0

Ordered by the number under EBV gp42 block (rising): some entries from above.
SMILES	EBV gp42 block
COc1ccc2c(c1)sc(=N)n2CC(=O)Nc1cc(C)cc(C)c1	-17
CC(C)Cn1c(N)c(C(=O)COC(=O)c2ccc(Cl)cc2)c(=O)n(C)c1=O	-15
COc1ccc(NC(=O)c2ccc3c(c2)OCO3)cc1Cl	-13
NC(=O)C1(N2CCCCC2)CCN(C(=O)CSc2nc(C(F)(F)F)cc(=O)[nH]2)CC1	-12
COCCn1c(SCC(=O)Nc2cc(OC)ccc2OC)nc2c(c1=O)SC(C)C2 (stereo not drawn)	-3
COc1ccc(Br)cc1C(=O)NC(=S)Nc1cc(-c2nc3ccccc3[nH]2)ccc1C	-1

Remaining list, next part.
canonical_smiles | Calpain2 inh | TRPML3 ag | Thrombin inh | Cl transport mod | Furin inh | Tb hexokinase | EBV gp42 block | PPC-1+TRAIL kill | zfTRPN1 agonist
Cc1ccc(/C=C/C(=O)O)cc1S(=O)(=O)N1CCCCC1 | -15 | 0.8 | 0 | 0.0063 | -15 | -11 | -19 | -5 | 2.9
COc1cccc(/C=N/NC(=O)c2cc3c(OC)cccc3[nH]2)c1O | -18 | 1.4 | -10 | 1.6 | 0 | -19 | -28 | 46 | 1.7
COC(=O)c1cccc(-n2nnnc2SCC(=O)Nc2cc(C)on2)c1 | -16 | -0.5 | -5 | 1.1 | -16 | 0 | -12 | 3 | -1.5
COC(=O)c1cc(C(=O)OC)cc(-n2c(C)cc(C=O)c2C)c1 | 2 | 0.6 | -9 | 0.23 | -29 | -2 | -17 | -7 | 0.3
O=C(OCC(=O)N1CCN(C(=O)c2ccco2)CC1)c1sc2ccccc2c1Cl | 21 | 0.6 | -3 | -4* | -13 | 18 | 16 | 1 | 0.5
Cc1ccc2nsnc2c1S(=O)(=O)N(Cc1ccco1)Cc1cc2ccc(C)c(C)c2[nH]c1=O | -134 | 1.5 | 4 | nt | -30 | 3 | -6 | -2 | 0.8
COc1ccc(OC)c(NS(=O)(=O)c2ccc(Br)s2)c1 | 6 | -0.1 | -12 | 0.78 | -13 | -1 | 8 | 14 | -2.5
CCC(C)NC(=O)CSc1nc2ccccc2c(=O)n1CCCC(=O)NCC1CCCO1 (stereo not drawn) | -43 | 0.9 | 3 | -0.082 | -18 | -1 | -11 | 3 | 0.8
COCC(=O)Nc1sc2c(c1C(=O)OC)C(C(=O)OC)CC2 (stereo not drawn) | -5 | 0.4 | -12 | 0.81 | -17[20 µM] | -8 | -11 | 3 | -1.1
CC(OC(=O)c1cc2sccc2n1C)C(=O)NCCc1ccccc1 (stereo not drawn) | 10 | -0.6 | 1 | -5.6* | -16 | -5 | -12 | -12 | -2.0
Cc1ccc(C)c(NS(=O)(=O)c2ccc(OCC(=O)NCc3cccnc3)cc2)c1 | -3 | 0.1 | -7 | -0.61 | -15 | 8 | 8 | -15 | -0.9
Cc1ccc(NC(=S)N(CCN2CCCCC2)Cc2ccco2)cc1C | 15 | -0.2 | 3 | 0.81 | -25 | 0 | -8 | 24 | -0.1

The list continues:
Values run as follows: Calpain2 inh	TRPML3 ag	Thrombin inh	Cl transport mod	Furin inh	Tb hexokinase	EBV gp42 block	PPC-1+TRAIL kill	zfTRPN1 agonist
> O=C1OCCC1Sc1nnc(-c2ccc(Cl)cc2Cl)o1 (stereo not drawn)
 : -14	0.5	-1	-1.9	-13	-2	0	25	-2.2
> Cc1cc2c(c(N3CCOCC3)n1)C(=O)OC2
 : -100	1.2	0	1	-7[20 µM]	-7	-19	-21	0.7
> c1ccc(-c2ccc(-c3cn4c(n3)CCC4)cc2)cc1
 : -419	3.2	4	-1.2	-10[20 µM]	-5	-22	50	3.8
> Fc1ccc(NC(=S)N/N=C/c2cccc(Br)c2)c(F)c1
 : -9	0.6	2	4*	-20[20 µM]	-20	-3	-2	-0.4
> NC(=O)c1c(NC(=O)C2c3ccccc3Oc3ccccc32)sc2c1CCCCC2
 : -90	-0.1	-8	0.54	-12	-11	12	23	0.1
> Cn1cc(C(=O)NCc2cccnc2)c(=O)c2cc(S(=O)(=O)N3CCCCCC3)ccc21
 : 23	-0.6	12	0.58	-12	-14	-9	3	0.2
> O=C(Nc1c(-c2ccccc2)nc2sccn12)c1ccccc1
 : 13	0.8	7	-0.55	-7	0	-12	18	0.7
> CC(=O)N1CCN(c2nc(-c3ccco3)c3c(c2C#N)CC(C)(C)SC3)CC1
 : -212	-0.5	-3	-1.1	-14[20 µM]	-14	6	19	1.8
> Cc1cccc(NS(=O)(=O)c2ccc(C)c(C(N)=O)c2)c1
 : 14	0.6	12	4.7*	-5	7	-7	6	1.1
> CCOC(=O)C1(C)NC(c2ccco2)C2C(=O)N(c3ccc(C)cc3)C(=O)C21 (stereo not drawn)
 : -24	-0.1	5	0.72	-26[20 µM]	5	-11	2	0.2
> COc1ccc(S(=O)(=O)N2CCN(Cc3ccccc3)CC2)cc1
 : 7	0.1	2	-2	-20	1	-9	1	0.0
> O=C(CSc1ncn[nH]1)NCCC(c1ccccc1)c1ccccc1
 : 8	-0.3	4	-1	-16[20 µM]	0	-16	8	0.1
> NC(=S)N/N=C/c1ccc([N+](=O)[O-])cc1
 : 30	0.5	1	1.6	-4	-46	-1	19	3.8
> CCc1ccc(N2CC(C(=O)OCC(=O)NC3CCS(=O)(=O)C3)CC2=O)cc1 (stereo not drawn)
 : -4	0.4	-2	0.31	-18[20 µM]	-3	-15	1	1.7
> Cn1ccnc1Sc1nnnn1-c1ccccc1
 : 7	0.9	29	0.1	-11	3	-5	14	-1.4
> CC(=O)c1cccc(NC(=O)[C@@H](NC(N)=O)C(C)C)c1
 : -13	0.1	-4	1.4	-28	-2	4	18	0.9
> CCN(C(=O)c1cc2c(C)nc3ccccc3c2o1)c1cc(Cl)ccc1OC
 : -26	-0.4	-4	-2.3	-12	-14	-15	1	-0.5
> Cc1nn(-c2ccccc2)c(Cl)c1/C=N/NC(=O)c1cccc(S(=O)(=O)N2CCCC2)c1
 : -7	0.6	-7	0.32	-4	-8	-7	19	0.3
> C(=N\NC1=Nc2cccc3cccc1c23)/c1cccnc1
 : -21	0.6	-8	-3.8*	-16	-7	-19	24	-0.4
> CC(C)(C)NC(=O)Nc1ccccc1C(N)=O
 : -2	-0.1	-1	nt	-17[20 µM]	0	13	24	0.1
> COC(=O)c1ccc(COc2ccc(/C=N/O)cc2)o1
 : -13	0.4	-8	0.096	-9	0	-4	0	0.6
> CCOC(=O)n1c(=O)oc2cc(S(=O)(=O)N3CCOCC3)ccc21
 : -18	-0.1	15	0.64	-20	0	-37	8	0.4
> O=C(NCC(=O)N(CCc1ccccc1)C(C(=O)NC1CCCCC1)c1ccncc1)c1ccco1 (stereo not drawn)
 : -16	0.5	7	nt	-17	-3	0	13	-1.2
> Cc1ccc(S(=O)(=O)NC(C(=O)OCC(=O)NC2CCS(=O)(=O)C2)C(C)C)cc1 (stereo not drawn)
 : 9	0.4	2	-0.056	-21[20 µM]	-4	-9	0	-0.7
> CCN1CCN(C(=S)NCC(C)C)CC1
 : -5	0.7	1	1.3	-18	2	6	-4	-0.8
> CN(C)S(=O)(=O)c1ccc(N2C(=O)CC2(/C=C/c2ccccc2)C(=O)NC2CCCC2)cc1 (stereo not drawn)
 : -4	0.9	-1	0.036	-7	-7	0	2	0.9
> CC(C)(C)C(=O)N1CCN(c2ccc([N+](=O)[O-])cc2-n2cccc2)CC1
 : 1	-0.7	-4	-0.36	-21	-7	-11	-3	0.9
> CCOc1cc(CNCc2ccccn2)ccc1OCC(=O)NC(C)(C)C
 : -9	1.3	-14	0.91	-25	-2	-6	-6	0.2
> COc1ccc(OC)c(N)c1
 : 6	0.3	2	-2.8	-13	-1	-24	-7	0.5
> COc1ccccc1-c1noc(-c2ccccc2C(=O)N2CCOCC2)n1
 : 19	-1.1	-14	-0.83	-8	3	-2	-2	0.5
> CC(=O)Nc1ccc(S(=O)(=O)NCC2CCC(C(=O)NCCCN3CCCC3=O)CC2)cc1 (stereo not drawn)
 : -1	1.2	-12	0.62	-26	1	-4	10	-0.7
> O=C(OCC(=O)N1CCCCCC1)c1ccc([N+](=O)[O-])cc1Cl
 : 16	0.7	-3	-0.036	-20	1	-14	-3	1.5

Some entries already given, showing only TRPML3 ag and PPC-1+TRAIL kill.
canonical_smiles	TRPML3 ag	PPC-1+TRAIL kill
CCN1CCN(C(=S)NCC(C)C)CC1	0.7	-4
CC(C)(C)C(=O)N1CCN(c2ccc([N+](=O)[O-])cc2-n2cccc2)CC1	-0.7	-3

Source: PubChem BioAssay (several laboratories)
